Screening results (PubChem)
CIT2-GFP yeast – modulators of CIT2-GFP expression in yeast, primary screen, S. cerevisiae, GFP fusion, multiplex flow cytometry, MLPCN library | hit rate 0.065% among 320,000 | AID 2029, 2009 | GFP response vs DMSO, % at 10 µM | S. cerevisiae CIT2-GFP strain, 3 h; 100 means same as DMSO wells;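 active means GFP response relative to DMSO above a set limit, near the screen mean plus 3 SD, cut at about 150% in these data; inconclusive means Fewer than 70 cells measured for a yeast strain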;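 further: ratio of well median GFP fluorescence to mean of DMSO wells on the plate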
AGP1 TOR yeast – modulators of AGP1-GFP expression in yeast TOR pathway, primary screen, cell-based, multiplex flow cytometry, S. cerevisiae, MLPCN library. AID 2066, 2009. hit rate 0.02% among 320,000. 3 h; GFP as percent of DMSO wells. GFP response vs DMSO, % at 10 µM;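 active means GFP response relative to DMSO above a set limit, near screen average plus 3 SD, cut at about 150% in these data; inconclusive means fewer than 70 cells counted for the yeast strain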;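 further: median GFP channel fluorescence of the gated AGP1 strain per well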
Fam108B counter – mouse Fam108B serine hydrolase inhibitors, primary screen, counter-screen for RBBP9 inhibitor project, biochemical, fluorescence polarization | AID 1947, 2009 | hit rate 0.33% among 300,000 | inhibition, % at 9.51 µM | recombinant Fam108B, FP-Rh probe fluorescence polarization;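 active means inhibition above the screen mean inhibition plus 3 SD, computed separately per campaign, cut at about 18% in these data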;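 further: inhibitors lower polarization as less probe binds the enzyme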
GRK2 inh – compounds blocking aptamer binding on GRK2 – biochemical, human GRK2, bead flow cytometry, HTS, primary screen; Beta-adrenergic receptor kinase 1 (Homo sapiens), P25098; FAM-aptamer displacement from GRK2; inhibition of aptamer binding, % at 10 µM; hit rate 0.59% among 330,000;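 active means inhibition of aptamer binding above 40%, roughly 3 SD of noise, on plates passing a quality check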;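 further: median bead fluorescence of bound FAM aptamer so fluorescent compounds give negative values; no value below 0 was filed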
Bcl-xL primary – inhibitors of human Bcl-xL, primary screen, biochemical, fluorescence polarization, HTS. Bcl-2-like protein 1 (Homo sapiens), Q07817. GST-Bcl-xL / FITC-Bim BH3 peptide fluorescence polarization. inhibition, % at 10.9 µM. hit rate 0.7% among 320,000. AID 2129, 2009;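 active means inhibition above the mean of all tested compounds plus 3 SD, cutoff set per campaign, cut at about 30% in these data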;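 further: 0% = DMSO wells and 100% = unlabeled Bim-BH3 peptide competitor; inhibitors lower millipolarization by displacing the labeled peptide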
Target sequence (Q07817 whole entry, looked up): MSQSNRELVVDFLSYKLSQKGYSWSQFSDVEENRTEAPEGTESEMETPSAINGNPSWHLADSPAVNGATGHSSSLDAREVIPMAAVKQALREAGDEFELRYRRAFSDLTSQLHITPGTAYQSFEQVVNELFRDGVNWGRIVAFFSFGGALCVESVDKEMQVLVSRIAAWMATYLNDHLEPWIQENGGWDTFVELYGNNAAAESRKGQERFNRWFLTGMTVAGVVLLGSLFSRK
GLD-1 RNA inh – GLD-1/TGE RNA complex disruptors, primary screen, biochemical, fluorescence polarization | Female germline-specific tumor suppressor gld-1 (Caenorhabditis elegans), Q17339 | purified GLD-1 + fluorescein TGE RNA | inhibition, % at 5.96 µM | hit rate 0.44% among 320,000;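 active means percent inhibition above a per-plate cutoff, the plate mean of test compounds plus 3 SD, cut at about 30% in these data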;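 further: 0% = DMSO wells with GLD-1 and probe and 100% = wells lacking GLD-1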
Target sequence (Q17339 whole entry, looked up): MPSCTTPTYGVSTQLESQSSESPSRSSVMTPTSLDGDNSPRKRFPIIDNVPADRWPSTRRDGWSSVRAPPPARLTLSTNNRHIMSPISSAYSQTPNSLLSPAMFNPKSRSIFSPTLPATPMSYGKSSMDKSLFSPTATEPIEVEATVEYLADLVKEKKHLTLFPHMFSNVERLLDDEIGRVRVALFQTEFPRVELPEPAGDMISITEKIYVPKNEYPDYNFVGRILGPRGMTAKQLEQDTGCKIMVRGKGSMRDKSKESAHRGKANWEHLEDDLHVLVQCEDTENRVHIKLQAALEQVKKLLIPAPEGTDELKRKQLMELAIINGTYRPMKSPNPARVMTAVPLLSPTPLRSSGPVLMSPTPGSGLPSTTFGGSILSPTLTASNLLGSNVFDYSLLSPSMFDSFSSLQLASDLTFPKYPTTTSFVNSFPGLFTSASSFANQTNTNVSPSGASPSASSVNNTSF
MCL1-BIM inh – inhibitors of MCL1 binding to BIM-BH3, primary screen, biochemical, fluorescence polarization; AID 2057, 2009; hit rate 0.68% among 320,000; inhibition, % at 10.9 µM; GST-MCL1 / FITC-Bim-BH3 fluorescence polarization;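 active means inhibition above the mean inhibition of all tested compounds plus 3 SD, set per campaign, cut at about 40% in these data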;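 further: 0% = DMSO wells and 100% = unlabeled Bim-BH3 peptide control; higher means more loss of mP so more displacement of Bim peptide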
Target sequence (Q07820 whole entry, looked up): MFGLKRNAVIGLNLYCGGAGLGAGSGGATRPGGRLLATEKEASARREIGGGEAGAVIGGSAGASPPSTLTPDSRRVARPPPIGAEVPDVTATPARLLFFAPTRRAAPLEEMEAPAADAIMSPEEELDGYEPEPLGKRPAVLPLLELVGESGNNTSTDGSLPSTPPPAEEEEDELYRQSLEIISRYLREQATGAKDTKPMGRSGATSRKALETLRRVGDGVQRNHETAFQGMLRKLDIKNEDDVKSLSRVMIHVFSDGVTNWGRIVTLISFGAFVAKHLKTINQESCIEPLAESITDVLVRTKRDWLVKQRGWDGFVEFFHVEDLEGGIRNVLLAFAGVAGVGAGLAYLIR
VLA-4 inh – inhibition in human VLA-4 binding assay, primary screen, VLA-4 allosteric modulator project, MLPCN library, flow cytometry, VLA-4 expressing cells; inhibition, % (about 7 µM as worked out from the volumes in the protocol); ligand binding flow cytometry; Integrin alpha-4 (Homo sapiens), P13612; hit rate 0.2% among 330,000; in the data active means inhibition above about 50%
MEX-5 binding – MEX-5 zinc finger RNA-binding disruptors – biochemical, C. elegans, fluorescence polarization, MLPCN library, primary screen; Zinc finger protein mex-5 (Caenorhabditis elegans), Q9XUB2; MEX-5/FITC-TCR2 RNA binding; stronger effect = lower value; activity score (negative = inhibition of binding), % at 10 µM; hit rate 0.38% among 300,000;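 active means inhibition past about -25% in most replicates, and total fluorescence under double the plate's negative control median, limit read from the data; inconclusive means replicates evenly split on the limit, or fluorescence at least double controls; inactive means too little inhibition in most replicates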;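 further: 0% = DMSO and -100% = 5 µM competing unlabeled TCR2 RNA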
Starred values were filed as active, the others as inactive; u = inconclusive; x = no result given. The list is partial (hit frequency here may not be typical).

SMILES	CIT2-GFP yeast	AGP1 TOR yeast	Fam108B counter	GRK2 inh	Bcl-xL primary	GLD-1 RNA inh	MCL1-BIM inh	VLA-4 inh	MEX-5 binding
CCCCCCN=C(C)c1c(O)n(CCCC)c(=O)[nH]c1=O	94.2	87.5	3.0	1.0	9.0	5.1	3.9	-11.7	-0.9
CCC(=NCCCN(CC)CC)c1c(O)n(C2CCCCC2)c(=O)[nH]c1=O	x	89.3	-2.8	0.0	11.0	-4.6	12.9	1.2	-0.3
O=C(c1ccccc1)c1cn(CC(=O)N2CCCC2)c2ccccc12	99.6	105.1	-1.1	4.0	3.2	5.9	4.7	4.2	1.3
O=C(COc1ccccc1)N1CCN(C2CCCC2)CC1	103.7	101.8	-5.5	2.0	3.5	0.1	3.9	-4.1	-2.9
COC(=O)C1=C(N)Oc2c(c(=O)oc3ccccc23)C1c1cccnc1 (stereo not given)	103.4	x	6.8	5.0	3.3	13.0	1.7	10.2	0.8
Cn1c(O)c(C=Nc2ccc(F)cc2)c(=O)[nH]c1=O	97.5	97.2	-0.1	0.0	3.7	1.3	-0.2	11.7	-0.2
Cc1nonc1-c1nc(-c2nonc2N)n[nH]1	85.8	98.0	-1.8	3.0	4.1	-1.2	6.0	3.8	3.9
O=c1c(C=Nc2cccnc2Cl)c(O)n(CCCCl)c(=O)n1C1CCCCC1	95.3	95.0	-2.9	1.0	-46.7	-30.7	-110.6	-17.5	-1.8
Cc1ccc(OCC(=O)N2CCN(Cc3ccc4c(c3)OCO4)CC2)cc1C	90.2	86.0	-0.9	0.0	0.0	-4.4	3.7	8.2	1.0
C[C@]12CCC(=O)C=C1CC[C@@H]1[C@@H]2CC[C@]2(C)C(=O)CC[C@@H]12	79.3	83.4	-2.9	3.0	1.9	9.0	-9.2	27.7	-0.9
COc1ccc(CCNCc2ccsc2)cc1OC	105.4	100.0	-5.7	0.0	3.8	-0.7	2.4	16.5	0.5
NC(=O)C1(N2CCCCC2)CCN(Cc2ccccc2)CC1	105.8	102.2	-3.0	0.0	3.2	7.9	5.9	13.6	1.4
Cc1cc(OCc2nn[nH]n2)c2c3c(c(=O)oc2c1)CCCC3	104.1	95.6	-2.0	2.0	7.4	1.7	3.9	-6.0	1.3
CNCCc1ccc(O)c(O)c1	83.9	87.6	-1.5	0.0	12.6	6.7	5.8	-5.1	-8.9
CCCCOC(=O)C1=C(N)OC2=C(C(=O)CCC2)[C@]12C(=O)N(C)c1ccccc12	u	u	-0.3	0.0	2.5	6.5	3.9	-2.7	-1.9
CCCCCCN=C(C)c1c(O)n(Cc2ccccc2)c(=O)[nH]c1=O	100.3	105.0	-3.8	0.0	2.7	5.7	1.1	4.5	1.1
COc1ccc(NC2=NC(C)(C)CS2)cc1	104.6	108.7	4.5	0.0	-6.7	-4.0	-2.4	10.3	-0.2
CCOc1ccc(NC(=O)CCNC(=O)N2C[C@H]3C[C@@H](C2)c2cccc(=O)n2C3)cc1	90.5	93.9	3.9	0.0	1.8	4.4	3.2	-0.4	-0.1
CC(=O)N1N=C2C3CCN(CC3)C2C1c1cccc2ccccc12 (stereo not given)	95.7	87.0	-1.4	0.0	1.5	6.3	1.5	-12.5	-0.4
COc1cccc(CNC(=O)CCC(=O)N2C[C@H]3C[C@H](C2)c2cccc(=O)n2C3)c1OC	108.4	105.2	1.1	1.0	-0.2	-3.3	-1.2	-10.5	-0.1
COC(=O)C1=C(c2cccc(OCc3ccccc3)c2)C[C@@H]2CC[C@H]1N2C(=O)NNCc1ccccc1	98.9	96.7	x	0.0	-0.6	11.4	-4.8	15.4	x
O=C1CN=C(c2ccccc2)c2oc3ccc(Br)cc3c2N1	94.2	105.0	-0.9	1.0	2.4	5.6	3.3	-1.3	0.5
Cc1cccc(NC(N)=S)c1	109.0	109.0	-1.2	0.0	0.3	0.8	6.9	17.4	0.1
N=c1sc2c(n1Cc1ccccc1)CCCC2	89.6	91.1	-4.2	2.0	-9.3	-3.8	-10.3	-1.2	1.7
CC(=NCCO)c1c(O)n(C)c(=O)n(C)c1=O	103.5	104.4	-1.3	3.0	1.6	-30.9	-1.4	4.2	-1.8
O=C1NC(=O)C(=Cc2coc3ccc(O)cc3c2=O)C(=O)N1	94.5	96.8	-0.8	0.0	6.0	7.3	3.0	6.7	x
COc1cc2c(cc1OC)-c1c3c(cc4c1[C@@H](C2)N(C)CC4)OCO3	99.4	84.7	3.4	2.0	16.2	8.7	12.2	-8.9	1.1
COc1ccccc1N1CCN(Cc2cccc(OC)c2O)CC1	x	108.6	4.9	1.0	-1.4	7.1	0.5	-2.7	2.9
CNCCC(Oc1ccc(C(F)(F)F)cc1)c1ccccc1 (stereo not given)	87.5	91.9	0.4	0.0	5.2	0.0	-3.2	33.9	1.6
CC(C)NC(=O)Cn1cc(C(=O)c2ccccc2F)c2ccccc21	108.6	95.5	1.4	1.0	-4.4	-8.0	-2.5	3.4	1.9
Cc1cccc(-n2c(/C=C/c3ccc([N+](=O)[O-])o3)nc3ccccc3c2=O)c1	146.2	96.1	-8.5	11.0	5.5	-7.4	2.7	-317.0	u
Clc1ccc2c(c1)C(c1ccccc1Cl)=NCc1nncn1-2	96.6	97.8	0.4	4.0	5.1	0.8	7.8	-20.5	-0.5
CC(=O)Nc1cc(C(=O)N2CCC3(CC2)OCCO3)ccc1Sc1ccc(F)cc1	94.3	101.4	0.2	0.0	2.1	1.1	-0.2	6.4	x
CCOC(=O)C1CCN(C(C)C(=O)c2c(C)[nH]c3cc(C)ccc23)CC1 (stereo not given)	97.5	102.9	0.6	1.0	12.4	2.3	-2.7	-2.5	1.1
Cc1cccc(C)c1OP(N)(=O)Oc1c(C)cccc1C	93.2	98.4	2.5	0.0	0.1	2.9	-1.9	22.1	-1.3
CCCc1c(C)nc(-c2ccc(C)cc2)nc1OC(=O)N(C)C	96.0	99.2	-1.6	6.0	-2.2	-1.1	-6.8	4.8	-0.7
CC1(C)C2([N+](=O)[O-])CNCC1([N+](=O)[O-])CNC2	107.3	103.6	0.3	2.0	3.0	3.6	-0.9	12.2	-0.1
O=P(C(c1ccc2c(c1)OCO2)N1CCOCC1)(N1CCOCC1)N1CCOCC1 (stereo not given)	93.8	101.7	-1.0	27.0	-0.2	4.5	-4.9	3.4	2.7
CCCCn1c(=O)c(C(=O)NCc2ccccc2Cl)c(O)c2ccccc21	98.2	90.9	-6.8	1.0	2.9	-7.3	1.2	19.8	1.4
COc1ccccc1-n1c(-c2cccs2)nc2ccccc2c1=O	92.2	89.8	2.6	3.0	3.3	-8.5	2.7	5.5	-0.6

Exported bar-delimited: 10 of the compounds above.
SMILES | CIT2-GFP yeast | AGP1 TOR yeast | Fam108B counter | GRK2 inh | Bcl-xL primary | GLD-1 RNA inh | MCL1-BIM inh | VLA-4 inh | MEX-5 binding
Cn1c(O)c(C=Nc2ccc(F)cc2)c(=O)[nH]c1=O | 97.5 | 97.2 | -0.1 | 0.0 | 3.7 | 1.3 | -0.2 | 11.7 | -0.2
Cc1nonc1-c1nc(-c2nonc2N)n[nH]1 | 85.8 | 98.0 | -1.8 | 3.0 | 4.1 | -1.2 | 6.0 | 3.8 | 3.9
O=c1c(C=Nc2cccnc2Cl)c(O)n(CCCCl)c(=O)n1C1CCCCC1 | 95.3 | 95.0 | -2.9 | 1.0 | -46.7 | -30.7 | -110.6 | -17.5 | -1.8
Cc1ccc(OCC(=O)N2CCN(Cc3ccc4c(c3)OCO4)CC2)cc1C | 90.2 | 86.0 | -0.9 | 0.0 | 0.0 | -4.4 | 3.7 | 8.2 | 1.0
C[C@]12CCC(=O)C=C1CC[C@@H]1[C@@H]2CC[C@]2(C)C(=O)CC[C@@H]12 | 79.3 | 83.4 | -2.9 | 3.0 | 1.9 | 9.0 | -9.2 | 27.7 | -0.9
COc1ccc(CCNCc2ccsc2)cc1OC | 105.4 | 100.0 | -5.7 | 0.0 | 3.8 | -0.7 | 2.4 | 16.5 | 0.5
NC(=O)C1(N2CCCCC2)CCN(Cc2ccccc2)CC1 | 105.8 | 102.2 | -3.0 | 0.0 | 3.2 | 7.9 | 5.9 | 13.6 | 1.4
Cc1cc(OCc2nn[nH]n2)c2c3c(c(=O)oc2c1)CCCC3 | 104.1 | 95.6 | -2.0 | 2.0 | 7.4 | 1.7 | 3.9 | -6.0 | 1.3
CNCCc1ccc(O)c(O)c1 | 83.9 | 87.6 | -1.5 | 0.0 | 12.6 | 6.7 | 5.8 | -5.1 | -8.9
CCCCOC(=O)C1=C(N)OC2=C(C(=O)CCC2)[C@]12C(=O)N(C)c1ccccc12 | u | u | -0.3 | 0.0 | 2.5 | 6.5 | 3.9 | -2.7 | -1.9

Remaining list, next part:
SMILES	CIT2-GFP yeast	AGP1 TOR yeast	Fam108B counter	GRK2 inh	Bcl-xL primary	GLD-1 RNA inh	MCL1-BIM inh	VLA-4 inh	MEX-5 binding
CC1(C)C(C(=O)NCc2ccco2)C1(C)C	97.1	101.8	-4.2	0.0	0.0	9.2	4.6	1.3	0.7
COc1ccccc1-n1c(/C=C/c2ccccn2)nc2ccccc2c1=O	96.2	95.0	-1.6	0.0	1.9	-1.0	0.3	-1.9	0.5
COc1ccccc1Cn1c(SCC(=O)C(C)(C)C)nc2cc(C(=O)N3CCC4(CC3)OCCO4)ccc2c1=O	99.2	101.5	-0.9	1.0	-2.1	5.7	-6.4	-4.0	-1.2
Cc1ccc(CN2CCSc3ccc(C(=O)N4CCC5(CC4)OCCO5)cc32)cc1	103.8	102.5	3.3	0.0	3.9	5.4	4.9	-2.5	-1.3
COc1ccc(OCC#CCN2CCCCCC2)cc1	110.2	104.7	-2.7	0.0	6.1	-1.5	13.9	-0.2	0.7
COC(=O)C1=C(c2ccc(C(C)=O)cc2)C[C@@H]2CC[C@H]1N2C(=O)NCc1ccc2c(c1)OCO2	110.4	106.2	x	2.0	2.0	2.5	5.9	-14.7	x
O=C(CCC(=O)N1CCC2(CC1)OCCO2)Nc1nnc(C(F)(F)F)s1	99.6	91.9	-0.6	0.0	0.1	1.4	3.3	6.5	0.4
C=CCn1c(O)c(C(C)=NCCCN2CCOCC2)c(=O)[nH]c1=O	88.5	93.8	3.7	1.0	2.0	3.7	0.3	-3.2	-0.5
Cc1cc(C(=O)CS(=O)c2ccc(F)cc2)cc(C)c1OC(=O)N(C)C (stereo not given)	98.3	94.5	-2.5	0.0	1.3	-4.4	-2.2	-0.6	0.0
C=CCn1c(O)c(C(C)=NCCCO)c(=O)[nH]c1=O	92.4	85.2	1.5	0.0	3.1	-2.0	8.9	7.1	-3.0
Cc1ccc(C(c2nnnn2Cc2ccccc2)N2CC=C(c3ccc(F)cc3)CC2)cc1 (stereo not given)	94.3	104.1	0.8	0.0	1.9	-2.5	3.4	8.8	0.4
COc1ccc2[nH]cc(CCN=C(N)N)c2c1	93.5	106.5	1.6	0.0	-7.6	2.5	-27.9	0.8	-0.4
